Screens (PubChem BioAssay)
bIAP act – increases bovine intestinal alkaline phosphatase activity; purified bovine IAP, CDP-star luminescence, 30 min; active compounds read high; fold of DMSO-control signal, blank-subtracted; activation factor at 20 µM; 200,000 tested, 0.17% active;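 active = activation factor of 2 or more at 20 µM, a signal rise over negative controls twice the positive control's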
L major viab – reduces viability of Leishmania major promastigotes. resazurin fluorescence viability. inhibition, % at 10 µM. 200,000 tested, 9% active; in the data active = inhibition above about 50%;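 also: promastigotes grown with compound for 44 hours at 28 °C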
bIAP inh – intestinal alkaline phosphatase (bovine) inhibition; purified bovine IAP, CDP-star luminescence, 30 min; inhibition, % at 20 µM; 190,000 tested, under 10 active;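 active = over 50% inhibition of intestinal alkaline phosphatase at 20 µM in the single-dose screen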
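test system = bovine IAP enzyme | medium = DEA buffer 100 mM, pH 9.8, with MgCl2 1.0 mM, ZnCl2 0.02 mM | detection = luminescence | dosing = single compound dose of 20 µM, 2% DMSO final | incubation = 30 min reaction at room temperature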
FLuc stim CS – affects firefly luciferase, flagging false hits in luciferase stimulation screens. AID 1027. P08659. activation factor at 10 µM. 200,000 tested, under 10 active. ATPlite luciferase biochemical, luminescence, 10 min; 0 = ATP-free wells, 1 = DMSO control;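 active = luciferase activation factor, scaled between plate controls, of at least 2 with compound at 10 µM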
Target sequence (P08659 whole entry, looked up): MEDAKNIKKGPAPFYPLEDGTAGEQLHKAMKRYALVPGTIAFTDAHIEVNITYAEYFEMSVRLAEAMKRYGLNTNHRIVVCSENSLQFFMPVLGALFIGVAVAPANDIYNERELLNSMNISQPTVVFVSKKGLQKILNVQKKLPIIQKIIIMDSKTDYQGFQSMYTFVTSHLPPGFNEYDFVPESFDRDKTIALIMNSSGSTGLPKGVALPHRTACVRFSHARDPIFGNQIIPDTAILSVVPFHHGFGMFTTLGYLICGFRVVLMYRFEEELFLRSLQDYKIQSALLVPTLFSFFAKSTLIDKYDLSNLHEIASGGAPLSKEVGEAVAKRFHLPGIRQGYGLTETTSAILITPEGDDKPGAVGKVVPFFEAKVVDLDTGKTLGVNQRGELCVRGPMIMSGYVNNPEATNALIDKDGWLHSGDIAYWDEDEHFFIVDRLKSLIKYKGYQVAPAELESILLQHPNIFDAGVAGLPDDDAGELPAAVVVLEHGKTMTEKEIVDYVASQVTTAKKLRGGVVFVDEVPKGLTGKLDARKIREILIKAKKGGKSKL
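Material: Luciferase/luciferin reagent mix; Doses: test compounds dosed from 2 mM stocks in 100% DMSO; Schedule: 10 min incubation after luciferase reagent addition, room temperature; Measured by: luminescence from luciferase reaction; Read-out: luminescence gain marking luciferase activators.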
FLuc inh counter – Photinus pyralis luciferase inhibition counter-screen. P08659. ATPLite firefly luciferase biochemical luminescence, 10 min. AID 1006. 200,000 tested, 1.5% active. inhibition, % at 10 µM;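 active = inhibition above about 50% when tested at 10 µM, limit read from the data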
APP 5UTR inh – APP translation inhibition. AID 1285. SH-SY5Y APP 5'UTR-luciferase reporter, luminescence. inhibition, % at 2 µM. 190,000 tested, 0.82% active;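 active = inhibition above a set limit, derived from the sample mean plus 3 SD, cut at about 45% in these data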; also: values of inactives mirror those of a sister screen read the other way
TNAP inh no acc – TNAP (human) inhibition, acceptor-free conditions. P05186. purified TNAP, CDP-star luminescence, 30 min. inhibition, % at 20 µM. 200,000 tested, 0.26% active;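 active = tissue-nonspecific alkaline phosphatase inhibition above about 50% at 20 µM in the single-dose screen, limit read from the data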;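 also: 0% = DMSO negative control and 100% = EDTA positive control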
TNAP inh hi DEA – inhibitors of human TNAP at high phosphate acceptor concentration | inhibition, % at 20 µM | P05186 | AID 1135 | purified TNAP, CDP-star luminescence, 1 M DEA | 200,000 tested, 0.03% active;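 active = over 50% inhibition of tissue-nonspecific alkaline phosphatase at 20 µM in the single-dose screen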;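 also: plate controls were DMSO wells for no effect and EDTA-quenched wells as full inhibition for full effect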
TNAP act hiacc – TNAP (human) activation, high acceptor. purified TNAP, CDP-star luminescence, 1 M DEA, 30 min; active compounds read high; 0 = EDTA background, 1 = DMSO-only activity. 200,000 tested, under 10 active. P05186. activation factor at 20 µM;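 active = activation factor at least 2 at 20 µM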
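Control set: EDTA negative control, DMSO positive control / Assay system: human TNAP / Quantity: TNAP 1/800 final / Evaluation: TNAP activation factor scaled between EDTA and DMSO control wells / Measured by: luminescent substrate turnover signal / Compound dosing: one dose, 20 µM / Times: 30 min enzyme reaction at room temperature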
RAM network inh – blocks the yeast RAM network; AID 868; inhibition, % at 50 µM; S. cerevisiae dse1pr::URA3 reporter, 5-FOA growth OD615, 2 d; analog-sensitive cbk1-as2 kinase mutant strain; 190,000 tested, 1.8% active;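 active = inhibition above a set limit, 3 SD over mean compound inhibition, cut at about 8.4% in these data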;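 also: 0% = DMSO-only wells with no growth and 100% = 10 µM 1-NA-PP1 full growth; inhibition rescues growth on 5-FOA so higher OD means more RAM inhibition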
Numbers without * were called inactive; nt = not tested or not shown.

1	Cc1ccc(Cn2nnc3c(=O)n(CC(=O)NCc4ccco4)cnc32)cc1
2	O=C(NCC1CCC(C(=O)O)CC1)c1cccnc1 (stereo not given)
3	CCc1c(O)nc(SCC(=O)Nc2ccc3c(c2)CCC3)[nH]c1=O
4	Cc1ccc(N2CC(C(N)=O)CC2=O)cc1 (stereo not given)
5	Cc1ccc(NC(=O)CSc2nnc(-c3cccs3)n2Cc2ccco2)cc1
6	COc1cc(C(=O)N2CCN(C(=O)c3ccco3)CC2)cc(OC)c1OC

assay / entry	1	2	3	4	5	6
bIAP act	0.9	1	1	1	0.8	1
L major viab	-5	-5	-8	-8	42	-3
bIAP inh	6	2	4	2	16	-2
FLuc stim CS	1	1.1	1	1	1	0.9
FLuc inh counter	1	-10	0	-4	-4	8
APP 5UTR inh	-9	9	-13	-9	5	-6
TNAP inh no acc	-5	-4	-8	-12	-7	-10
TNAP inh hi DEA	1	-7	0	-2	-1	-4
TNAP act hiacc	1	1.1	1	1	1	1
RAM network inh	2.8	0.3	4.4	0.3	12*	-0.7

7	O=[N+]([O-])c1cc(CN2CCC(O)CC2)ccc1Cl
8	CCn1cnc2c1c(=O)n(CC(=O)NCc1ccccc1)c(=O)n2Cc1ccccc1
9	O=C1OCC2=C1C(c1ccc(F)cc1)Sc1ccccc1N2 (stereo not given)
10	CCC(=O)NCC(=O)OCC(=O)c1ccccc1
11	Oc1c(C(c2ccc(F)cc2)N2CCc3ccccc3C2)sc2ncnn12 (stereo not given)
12	CC(=O)Nc1ccc(N2C(=O)CC(N3CC(C)OC(C)C3)C2=O)cc1 (stereo not given)

assay / entry	7	8	9	10	11	12
bIAP act	1	1	1	0.7	0.9	1.1
L major viab	-1	-2	21	-4	-5	-2
bIAP inh	2	-5	1	31	14	-6
FLuc stim CS	1.1	1	1.1	1.1	1.1	1
FLuc inh counter	-6	-5	-7	-8	-8	-3
APP 5UTR inh	-5	17	2	2	-28	-4
TNAP inh no acc	-11	2	0	-11	2	-3
TNAP inh hi DEA	-6	-2	-14	-1	0	-3
TNAP act hiacc	1.1	1	1.1	1	1	1
RAM network inh	2.3	1.5	3.9	0.0	1.1	2.3

13	Cc1ccc(S(=O)(=O)Oc2ccccc2/C=N/NC(=O)c2nn(C)cc2[N+](=O)[O-])cc1
14	COc1ccc2ccccc2c1CN1CCN(C)CC1
15	O=C(NC(=S)NCCc1ccccc1)c1ccco1
16	O=c1[nH]c(C(F)(F)F)nc2ccccc12
17	COc1ccc(-c2cc(C(=O)N/N=C/c3ccc(OC)c(COCC(F)(F)C(F)F)c3)c3ccccc3n2)c(OC)c1
18	C=CCN1C(=O)CN=C1Nc1cccc(C)c1

assay / entry	13	14	15	16	17	18
bIAP act	1	1	0.8	0.9	1.1	1
L major viab	6	-7	2	-12	49	-5
bIAP inh	0	3	20	11	-7	1
FLuc stim CS	1	1.1	1.1	1	1	1.1
FLuc inh counter	-3	-6	-6	-3	-1	-6
APP 5UTR inh	-4	-2	-13	-1	4	1
TNAP inh no acc	-16	-1	5	-14	0	-23
TNAP inh hi DEA	-1	-4	-6	-9	3	-6
TNAP act hiacc	1	1	1.1	1.1	1	1.1
RAM network inh	-1.1	0.3	0.2	-0.5	7.3	1.5

19	CC(C)N(Cc1nc(-c2ccccc2)no1)C(=O)c1ccc(Br)o1
20	CCC(C)(C(=O)NC1CCCCC1)N(Cc1cccs1)C(=O)c1ccccn1 (stereo not given)
21	Cc1ccc(C(=O)NC(=S)N2CCN(c3ccccc3F)CC2)cc1
22	CN(C)c1ccc(/C=N/NC(=O)Cn2nnc3ccccc32)cc1
23	N/C(Cc1ccc([N+](=O)[O-])cc1)=N\OC(=O)c1ccc([N+](=O)[O-])cc1
24	CC1CC(C)CN(c2oc(Cc3ccccc3)nc2C#N)C1 (stereo not given)

assay / entry	19	20	21	22	23	24
bIAP act	1	1.1	1.1	0.9	0.7	1.3
L major viab	-4	6	1	-1	-7	5
bIAP inh	-3	-12	-6	15	29	-25
FLuc stim CS	1	1	1	1	1.1	1.1
FLuc inh counter	-3	-1	0	3	-6	-5
APP 5UTR inh	7	-8	0	16	nt	-11
TNAP inh no acc	-4	-10	-2	-4	-21	-8
TNAP inh hi DEA	-3	-5	3	1	-6	-3
TNAP act hiacc	1	1.1	1	1	1.1	1
RAM network inh	1.8	-0.2	0.4	0.0	2.8	0.4

Just FLuc stim CS (2 entries from above):
entry	Compound	FLuc stim CS
19	CC(C)N(Cc1nc(-c2ccccc2)no1)C(=O)c1ccc(Br)o1	1
20	CCC(C)(C(=O)NC1CCCCC1)N(Cc1cccs1)C(=O)c1ccccn1 (stereo not given)	1

Next section:
25	Cc1noc(C)c1N=Nc1ccccc1C(=O)O
26	CCN1CCN(c2cc(C)c3cc(NC(=S)N(CC)CC)ccc3n2)CC1
27	Cc1cc(Cl)ccc1OC(C)C(=O)NCCCCc1ccccc1 (stereo not given)
28	CCCCn1nnc(NC(=S)NC(=O)c2ccc(-c3cccc(Cl)c3Cl)o2)n1
29	CC1CN(c2nc(-c3ccccc3)nc3ccccc23)CC(C)O1 (stereo not given)
30	CC(=O)Nc1ccc(SC(C)C(=O)NC(N)=O)cc1 (stereo not given)

assay / entry	25	26	27	28	29	30
bIAP act	1	1	0.8	1.4	1	0.9
L major viab	0	7	-3	-6	12	-8
bIAP inh	-3	-4	16	-42	3	10
FLuc stim CS	1.1	1.1	1	1.1	1	1.1
FLuc inh counter	-7	-8	-4	-7	-4	-6
APP 5UTR inh	-17	15	-2	7	1	11
TNAP inh no acc	-4	-7	-8	-26	4	-10
TNAP inh hi DEA	2	-6	-5	8	1	-6
TNAP act hiacc	1	1.1	1.1	0.9	1	1.1
RAM network inh	-0.6	0.5	4.1	13*	-0.2	2.3

31	Cc1ccc(-n2ncc3c(NNC(=O)Cc4ccccc4)ncnc32)cc1
32	COC(=O)/C=C/C(=O)Nc1ccc(O)c(Cl)c1
33	Cc1[nH]c2ccccc2c1C(=O)COC(=O)c1c(-c2ccccc2)noc1C
34	CCN(c1ccc(NC(=O)CN2C(=O)NC3(CCOc4ccccc43)C2=O)cc1)C(C)C (stereo not given)
35	CC(C)(C)NC(=O)c1nc2nc(-c3ccccc3)cc(C(F)(F)F)n2n1
36	CSc1cccc(NC(C)=O)c1

assay / entry	31	32	33	34	35	36
bIAP act	1.1	0.9	0.6	0.9	0.9	1
L major viab	-2	8	96*	-1	-3	-5
bIAP inh	-7	7	35	7	6	2
FLuc stim CS	1	1	1	1	1.1	1
FLuc inh counter	1	0	-4	1	-10	1
APP 5UTR inh	-10	8	12	2	3	2
TNAP inh no acc	-82	-3	-2	-7	-5	-2
TNAP inh hi DEA	-6	2	-2	-6	-5	0
TNAP act hiacc	1.1	1	1	1.1	1.1	1
RAM network inh	2.4	3.1	3.3	-0.8	0.4	0.7

37	CCOC(=O)C1C(=O)C=C(C)C(C(=O)OCC)C1c1ccc(OC)cc1 (stereo not given)
38	O=C(COc1ccc(S(=O)(=O)Nc2ccccc2)cc1)N1CCOCC1
39	O=C(c1ccccc1F)N1CCN=C1SCc1cccnc1
40	Cc1cc(C)n(CC(O)Cn2c3ccc(Cl)cc3c3cc(Cl)ccc32)c(=O)n1 (stereo not given)
41	CCOC(=O)C1=C(C)NC(=O)NC1c1ccc(OCC(N)=O)cc1 (stereo not given)
42	COc1ccc(NC(=O)CN(C)C(=O)c2oc3ccccc3c2C)cc1

assay / entry	37	38	39	40	41	42
bIAP act	1	1	1	0.9	1	0.9
L major viab	-5	-9	-3	17	-6	-6
bIAP inh	-1	2	2	6	5	6
FLuc stim CS	1	1.1	1	1	1.1	1
FLuc inh counter	-2	-7	1	-1	-9	0
APP 5UTR inh	nt	26	1	0	10	-8
TNAP inh no acc	-4	-18	-12	2	-9	-3
TNAP inh hi DEA	2	-8	0	2	0	1
TNAP act hiacc	1	1.1	1	1	1	1
RAM network inh	2.1	1.4	0.7	1.3	-0.5	0.7

43	COc1ccc(N2CC(C(=O)O)CC2=O)cc1 (stereo not given)
44	Cc1ccc(-c2ncccc2OC(=O)C23CC4CC(CC(C4)C2)C3)cc1
45	O=c1c2c(-c3cccs3)csc2[nH]c(=S)n1-c1ccccc1
46	COC(=O)C1=C(N)OC2=C(C(=O)CC(C)(C)C2)C1c1ccccc1OC (stereo not given)
47	O=c1cc(O)sc2ccccc12
48	CC(C)OP(=O)(Nc1cccc2ccccc12)OC(C)C

assay / entry	43	44	45	46	47	48
bIAP act	1	0.9	1	0.9	0.9	0.9
L major viab	-1	1	-9	2	-3	1
bIAP inh	1	12	2	10	9	6
FLuc stim CS	1.1	1.1	1.1	1.1	1	1.1
FLuc inh counter	-6	-10	-9	-8	-3	-10
APP 5UTR inh	5	-2	3	-3	0	-20
TNAP inh no acc	-13	4	-7	-18	-3	-8
TNAP inh hi DEA	-6	-8	-3	-7	-2	-5
TNAP act hiacc	1.1	1.1	1	1.1	1	1.1
RAM network inh	0.8	3.7	6.2	2.1	-0.1	0.8

49	COc1ccc(/C=N/NC(=O)CN(Cc2ccccc2)S(=O)(=O)c2ccc3c(c2)OCCO3)cc1
50	COc1ccc(Cc2c[nH]c(=O)[nH]c2=O)cc1
51	COc1ccc(S(=O)(=O)CCC(=O)NC2CCCCC2)cc1
52	CCN1CCN(Cc2c(C)[nH]c3ccc(C(=O)OC)cc3c2=O)CC1

assay / entry	49	50	51	52
bIAP act	1.2	0.9	0.9	0.9
L major viab	90*	-6	-5	0
bIAP inh	-18	6	8	7
FLuc stim CS	1	1	1.1	1
FLuc inh counter	-1	-4	-5	-5
APP 5UTR inh	11	nt	5	-2
TNAP inh no acc	-15	-17	-14	-13
TNAP inh hi DEA	0	-5	-4	-4
TNAP act hiacc	1	1.1	1	1
RAM network inh	0.3	0.9	0.7	1.2

No enrichment for hits; overall some 13% were active at least once.
